Compound activity from PubChem BioAssay.
BoNT A protease = blocks Botulinum neurotoxin A light chain protease; 360,000 tested, 0.17% active; multiplex microsphere protease substrate cleavage, flow cytometry; inhibition, % at 10 µM; AID 588499; further: plate controls were buffer without enzyme for full effect and enzyme alone for no effect
SARS 3CLpro inh = SARS-CoV 3CLpro protease inhibition. P0C6X7. recombinant SARS-CoV 3CLpro, quenched FRET peptide cleavage. inhibition, % at 6 µM. 290,000 tested, 0.14% active; in the data active means inhibition above about 12%
PfHsp40 rescue = restores yeast growth despite PfHsp40 toxicity; S. cerevisiae expressing PfHsp40, growth rescue, ATP luminescence; growth rescue, % at 12.5 µM; 340,000 tested, 0.68% active; in the data active means growth rescue above about 28%, passing the limit was not always enough;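 further: yeast W303a lacking pdr1 and pdr3 grown in galactose medium; growth measured after three days at 30 °C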
BH1578 lux ind = inducers of Vibrio cholerae quorum light production without autoinducers; V. cholerae BH1578 lux reporter, luminescence, 6 h; activation, % at 18.7 µM; 350,000 tested, 0.16% active; AID 588436; in the data active means activation mostly above about 9.7%, no sharp cut-off; further: not every result past the cut was called active; inactives centre near 0; reference of the scale not given here
Y pestis TopoI = inhibitors of Yersinia pestis topoisomerase I; activity, % at 10 µM; Y. pestis Topo-I cleavage product accumulation, plate reader; 360,000 tested, 0.064% active; AID 504884; in the data active means activity above about 50%, passing the limit was not always enough; further: inactives centre near 2
PrPC surface inh = cell surface PrPC inhibition, primary TR-FRET screen. P04156. TR-FRET read-out. inhibition, % at 13.8 µM. 370,000 tested, 0.43% active; in the data active means inhibition above about 24%; further: 0% = median of the test wells and 100% = reference compound wells
TcdB inh = blocks C. difficile toxin B glycohydrolase activity; TcdB glycohydrolase enzymatic assay, plate reader; inhibition, % at 9.99 µM; 350,000 tested, 0.24% active; AID 652162; in the data active means inhibition above about 10%
Anthrax LF inh2 = anthrax lethal factor protease inhibition; multiplex microsphere protease cleavage assay, LF; 360,000 tested, 0.12% active; AID 588501; inhibition, % at 10 µM; P15917; further: plate controls were buffer without enzyme for full effect and enzyme alone for no effect
Target sequence (P15917 whole entry, looked up): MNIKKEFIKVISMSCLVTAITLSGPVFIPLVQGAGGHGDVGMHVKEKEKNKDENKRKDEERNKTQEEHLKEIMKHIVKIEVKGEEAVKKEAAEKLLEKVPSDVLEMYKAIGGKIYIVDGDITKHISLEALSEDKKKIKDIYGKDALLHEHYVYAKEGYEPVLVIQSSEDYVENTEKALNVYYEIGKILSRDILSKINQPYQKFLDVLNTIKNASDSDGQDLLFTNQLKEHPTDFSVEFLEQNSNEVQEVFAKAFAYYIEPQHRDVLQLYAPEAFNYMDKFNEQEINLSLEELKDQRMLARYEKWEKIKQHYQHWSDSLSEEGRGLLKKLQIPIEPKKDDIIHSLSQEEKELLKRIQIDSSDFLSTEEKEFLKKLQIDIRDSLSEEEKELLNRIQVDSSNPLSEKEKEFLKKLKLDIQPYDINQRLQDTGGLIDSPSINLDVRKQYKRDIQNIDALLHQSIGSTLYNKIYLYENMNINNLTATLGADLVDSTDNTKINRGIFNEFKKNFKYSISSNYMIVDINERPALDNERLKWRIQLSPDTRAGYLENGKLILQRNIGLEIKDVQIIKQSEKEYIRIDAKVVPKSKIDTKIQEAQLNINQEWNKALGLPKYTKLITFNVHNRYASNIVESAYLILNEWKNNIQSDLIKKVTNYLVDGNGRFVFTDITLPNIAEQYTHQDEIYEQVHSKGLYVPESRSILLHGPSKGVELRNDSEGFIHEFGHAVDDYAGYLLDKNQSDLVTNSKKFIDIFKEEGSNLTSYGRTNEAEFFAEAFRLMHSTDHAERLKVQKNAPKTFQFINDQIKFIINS
SSB-PriA inh = inhibitors of Klebsiella pneumoniae PriA binding to SSB C-terminal tail. AlphaScreen SSBct-PriA binding, biotinylated peptide. inhibition, % at 33 µM. 430,000 tested, 0.6% active. AID 1272365; in the data active means inhibition mostly above about 37%, no sharp cut-off; inactive means mostly below about 20%;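 further: plate controls were negative control peptide for no effect and reference peptide for full effect; strong numbers were not always called active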
* marks the source's active call; other numbers are inactive results; i = inactive; · = not tested or not shown; & = joins results of further samples. Unless noted, no stated cut-off is given here; in the data, active means inhibition above about 30%; inconclusive means no clear call, values can overlap the other calls; inactive means below that. An excerpt; rates above refer to the full screens.

SMILES	BoNT A protease	SARS 3CLpro inh	PfHsp40 rescue	BH1578 lux ind	Y pestis TopoI	PrPC surface inh	TcdB inh	Anthrax LF inh2	SSB-PriA inh
O=C(O)CN1C(=O)/C(=C\c2cccc(OCc3ccc(Cl)cc3)c2)SC1=S	1.4	6.0	-1.2	0.4	28.3	-2.5	0.1	2.8	7.1
O=C(NNC(=O)C12CC3CC(CC(Cl)(C3)C1)C2)c1ccncc1	1.7	·	-1.1	i	-1.5	5.4	2.3	4.9	-1.0
CCOC(=O)C1CCN(C(=O)COc2ccc(Br)cc2Br)CC1	-0.1	-1.2	-1.1	i	10.5	9.8	0.7	-7.8	-10.5
CCOC(=O)CNC1CC(=O)N(c2cccc(Cl)c2)C1=O (stereo not given)	-1.1	-2.9	1.3	i	-7.8	2.9	-0.8	0.0	-1.7
CC1(C)Cc2c(sc(NC(=O)C(=O)NCCCN3CCOCC3)c2C#N)CO1	0.5	2.7	-2.6	-3.8	1.4	-1.3	0.1	-3.0	-25.2
O=C(NC1CCCCCCC1)c1ccco1	-0.1	-5.4	0.2	i	-0.5	5.4	·	-4.9	7.1
COC(=O)c1ccc(S(=O)(=O)N2CCCCCC2)cc1	0.9	0.1	-1.0	i	-4.5	8.9	·	-1.3	-12.5
O=c1[nH]c(C2CCCN(S(=O)(=O)c3ccccc3)C2)nc2c1nnn2Cc1cccc(Cl)c1 (stereo not given)	-0.6	2.2	3.9	-2.2	27.1	-0.2	1.3	-3.2	-6.6
C=CCn1c(C)nnc1SCC(=O)Nc1ccc2c(c1)OCCO2	0.3	·	-2.6	i	1.7	-5.6	0.2	-2.4	-9.1
O=C(COc1cccc(C(F)(F)F)c1)Nc1nnc(C2CC2)s1	-0.7	·	0.5	i	2.3	2.5	-0.1	3.1	-11.9
Cc1ccc(-c2cc(C(=O)O)c3cc(Br)ccc3n2)s1	5.2&1.9	2.0&6.3	-2.2&-1.0	-5.6&-1.1	-3.6&-4.3	20.0&12.2	2.0&-5.7	4.7&-0.1	17.8
CCC(=O)Nc1ccc(S(=O)(=O)Nc2nccs2)cc1	1.3	-2.6	0.4	i	-0.8	-5.5	1.4	2.7	6.9
CCCCn1c(C)csc1=Nc1cccnc1	0.7	1.7	-0.2	-0.3	-9.7	-7.1	1.1	-0.7	7.0
O=C(CSc1nnc(-c2ccccc2)o1)c1ccc2c(c1)OCCO2	0.0	1.0	0.9	-2.2	-5.9	8.2	·	1.0	3.8
COc1cc(OC)c(C(=O)NCC(c2cccs2)N(C)C)cc1OC (stereo not given)	0.0	-2.1	-0.2	-1.1	0.3	·	·	3.4	·
Cc1cccc(CC(=O)NCCn2c(C)cc3ccccc32)c1	88.9*	-1.1	-0.9	i	13.4	27.2*	1.8	-20.1	37.9
COc1ccc([C@H]2C[C@H](n3cc(COC(=O)c4ccccc4)nn3)[C@@H](O)CN2C(=O)C2CCCCC2)cc1	0.3	·	·	-0.6	20.6	-5.0	0.9	-7.2	·
C/C(CC(=O)Nc1ccc(Cl)c(Cl)c1)=N\NC(=O)C(=O)N1CCCCC1	-2.4	9.3	-1.0	i	-12.1	-0.5	-0.6	-2.7	·
Cc1ccc(NC(=O)CSc2nc3ccccc3c(=O)n2CCCC(=O)N2CCCC2)cc1	-1.2	3.1	1.2	-5.3	8.3	7.4	·	-2.6	-9.9
O=P(Nc1cccnc1)(Oc1ccccc1)Oc1ccccc1	-0.8	-2.9	0.7	-0.1	4.7	5.5	0.3	-1.7	-2.7
COc1ccc(NC(=O)CSCc2cc(=O)n3cc(C)sc3n2)cc1	0.2	5.5	-1.2	-0.2	4.8	5.0	0.5	1.7	-15.7
CC[C@]1(O)CC2CN(CCc3c([nH]c4ccccc34)[C@@](C(=O)OC)(c3cc4c(cc3OC)N(C=O)[C@H]3[C@@](O)(C(=O)OC)[C@H](OC(C)=O)[C@]5(CC)C=CCN6CC[C@]43[C@@H]65)C2)C1 (stereo not given in full)	0.4	·	0.7	4.3	1.8	2.3	-4.7	-13.8	-1.9
OC(COc1cccc(OCC(O)CN2CCOCC2)c1)CN1CCOCC1 (stereo not given)	-0.4&1.1	-3.1&1.8	-0.3&0.2	-0.4&-0.2	-5.7&5.1	3.2&-1.4	0.3&-0.4	-7.7&-1.6	-11.2
COc1ccc(-c2nc(CS(=O)CC(=O)NCc3ccco3)c(C)o2)cc1 (stereo not given)	-0.1	-1.6	0.6	1.1	11.8	2.8	3.5	6.4	1.0
CCCN(CCC)c1ccc(/C=N/NC(=O)CN2CCOCC2)cc1	-1.7	-0.6	0.3	-0.2	18.5	·	·	2.1	·

Continued:
SMILES	BoNT A protease	SARS 3CLpro inh	PfHsp40 rescue	BH1578 lux ind	Y pestis TopoI	PrPC surface inh	TcdB inh	Anthrax LF inh2	SSB-PriA inh
COc1ccc(NC(=O)c2ccco2)cc1S(=O)(=O)N1CCCCC1	0.4	1.0	8.1	i	4.8	-6.8	-0.6	-4.7	-9.5
Cn1c(N)c(C(=O)COC(=O)CNS(=O)(=O)c2ccc(Cl)c(Cl)c2)c(=O)n(C)c1=O	-0.6	2.6	-0.2	i	5.3	1.9	·	-1.0	-1.2
COc1ccc(-c2nnc(SCC(=O)c3ccc[nH]3)o2)cc1	3.0	-2.9	-0.7	-12.5	2.9	3.2	·	-4.4	-14.7
O=C(N/N=C/c1ccsc1)c1cc(-c2ccncc2)nc2ccccc12	0.5	-4.0	-1.7	-0.3	-1.9	-0.8	·	1.5	·
O=C(Nc1ccc2oc(-c3ccc(F)cc3)nc2c1)c1ccccc1F	-1.2	-1.9	0.3	-0.1	-4.0	4.6	·	3.0	-4.0
CS(=O)(=O)Nc1cccc(NC(=O)c2ccc(-c3ccc(F)c(F)c3)c3ccoc23)c1	-0.3	·	·	-0.5	21.1	18.6	0.3	-5.8	·
CC1=C(C(=O)OC2CCCCCCC2)C(c2cc3c(cc2Br)OCO3)CC(=O)N1 (stereo not given)	0.2	1.6	3.7	i	32.9	-1.3	·	0.6	-7.6
Cc1n[nH]c(C)c1CCc1nc2c3ccccc3nc(SCC(=O)Nc3ccccc3F)n2n1	-1.3	2.5	1.2	i	39.6	2.4	·	1.8	0.8
Cc1cccc(Nc2nc(N)nc(CN3CCC(C)CC3)n2)c1C	0.2	-1.6	1.0	-0.4	-6.5	-3.4	4.0	-6.0	-4.3
O=[N+]([O-])c1ccc2c(c1)C(=NO)c1cc(F)ccc1-2	0.8	·	1.1	1.1	-20.1	-37.2	0.7	-3.7	6.0
CCOc1cccc(CN2CCCC(C(=O)Nc3ccc(-c4ccn[nH]4)cc3)C2)c1O (stereo not given)	1.0	-3.4	-0.5	i	5.5	-5.7	1.6	1.1	4.5
Cc1ccc(NS(=O)(=O)c2ccc3[nH]c(=O)c(=O)[nH]c3c2)cc1Cl	-0.7	-0.6	-0.2	-0.5	2.6	-3.0	2.0	-2.1	0.8
CCc1nnc(SCc2ccc(CSc3nnc(CC)n3N)cc2)n1N	0.6	0.1	-1.0	-12.5	-11.2	3.2	·	-1.3	-8.3
CC(C)Nc1nc(NC(C)C)nc(OCCOC(=O)c2ccccc2)n1	-0.8	-6.6	-0.2	i	-4.7	-0.4	·	-4.1	-6.1
Cc1cc(C)c(NC(=O)C2CCCN2C(=O)NC2CCCCC2)c(C)c1 (stereo not given)	-0.6	-1.3	1.2	i	5.2	-7.8	·	-1.3	-10.9
COc1ccc(CCNC(=O)c2[nH]c(C)c(C(C)=O)c2C)cc1	0.0	4.2	0.6	0.9	5.0	-2.0	·	-5.9	-0.9
CC(=O)c1ccc(N/C=C/C(=O)c2ccc(Br)cc2)cc1	-3.5	-3.3	-0.1	1.5	1.1	1.2	1.0	-6.2	-8.9
Nc1ccccc1Sc1ccc(C(=O)c2ccccc2C(=O)O)cc1[N+](=O)[O-]	·	5.4	1.1	i	-4.1	-2.5	-5.5	·	-7.0
COC(=O)c1nn(-c2ccccc2)c(Cl)c1/C=N/OCc1c(Cl)cccc1Cl	0.8	·	-0.3	-0.4	-1.6	-6.3	0.8	-1.9	·
CCOc1ccc(/C=N/NC(=O)C(C)N(c2ccc(OC)cc2)S(C)(=O)=O)cc1OCC (stereo not given)	1.3	5.1	-0.3	-0.3	15.3	-6.0	0.8	-0.6	·
O=C(CCCN1CCC(O)(c2ccc(Cl)cc2)CC1)c1ccc(F)cc1	-1.5	-4.2&-1.8	2.6&3.1	-6.2	-4.3	-4.9	0.5	-8.0	3.6
O=C(Nc1nccs1)C(F)(F)C(F)(F)C(F)(F)C(=O)Nc1nccs1	-0.2	1.0	-1.7	-0.4	0.1	3.2	-0.4	-1.8	-2.4
COC(=O)c1cnn(-c2ccc(F)cc2F)c1/C=N/NC(N)=S	-4.6	-1.3	-1.4	-0.4	-1.4	-3.8	1.8	-4.5	·
COc1ccccc1C(=O)N/N=C(\C)CC(=O)Nc1ccc(Nc2ccccc2)cc1	-1.1	0.3	-1.4	-0.4	-6.8	10.6	-0.2	3.3	·
Cc1ccc(CS(=O)(=O)Cc2ccc(C(=O)NCCCN3CC(C)CC(C)C3)o2)cc1 (stereo not given)	0.3	8.0	-0.4	i	-6.3	-8.8	1.4	-3.5	-10.5
Cc1cc(C)n2nc(C)c(-c3ccc(Cl)cc3)c2n1	-1.7	3.1	1.0	-3.8	13.0	6.0	1.2	-20.8	-40.3
COc1ccc(CC(=O)OCC(=O)NCc2ccc(F)cc2)cc1	1.0	·	-0.5	0.4	1.4	-3.7	2.4	-3.7	-0.9
Oc1cccc(-c2nc3c4c(ncn3n2)-c2ccccc2CC42CCCC2)c1	-1.0	1.6	-0.2	i	-1.6	-3.8	1.8	-7.7	-11.4
CCOC(=O)C1CN(C)CCC1=O (stereo not given)	0.1	-2.2	-0.6	-2.2	-6.4	0.1	·	1.0	-11.2
CC(=O)c1ccc(OCc2cc(C(=O)N3CCN(c4ccccc4)CC3C)no2)cc1 (stereo not given)	-0.5	-0.9	10.9	-0.4	33.7	6.0	1.1	-3.1	5.8

Shown with each value named: two of the compounds above.
> COc1ccc(NC(=O)c2ccco2)cc1S(=O)(=O)N1CCCCC1
  BoNT A protease = 0.4
  SARS 3CLpro inh = 1.0
  PfHsp40 rescue = 8.1
  BH1578 lux ind = i
  Y pestis TopoI = 4.8
  PrPC surface inh = -6.8
  TcdB inh = -0.6
  Anthrax LF inh2 = -4.7
  SSB-PriA inh = -9.5

> Cn1c(N)c(C(=O)COC(=O)CNS(=O)(=O)c2ccc(Cl)c(Cl)c2)c(=O)n(C)c1=O
  BoNT A protease = -0.6
  SARS 3CLpro inh = 2.6
  PfHsp40 rescue = -0.2
  BH1578 lux ind = i
  Y pestis TopoI = 5.3
  PrPC surface inh = 1.9
  TcdB inh = ·
  Anthrax LF inh2 = -1.0
  SSB-PriA inh = -1.2

Filtered by structure: the entries above containing an NH in an aromatic ring.
SMILES	BoNT A protease	SARS 3CLpro inh	PfHsp40 rescue	BH1578 lux ind	Y pestis TopoI	PrPC surface inh	TcdB inh	Anthrax LF inh2	SSB-PriA inh
O=c1[nH]c(C2CCCN(S(=O)(=O)c3ccccc3)C2)nc2c1nnn2Cc1cccc(Cl)c1 (stereo not given)	-0.6	2.2	3.9	-2.2	27.1	-0.2	1.3	-3.2	-6.6
CC[C@]1(O)CC2CN(CCc3c([nH]c4ccccc34)[C@@](C(=O)OC)(c3cc4c(cc3OC)N(C=O)[C@H]3[C@@](O)(C(=O)OC)[C@H](OC(C)=O)[C@]5(CC)C=CCN6CC[C@]43[C@@H]65)C2)C1 (stereo not given in full)	0.4	·	0.7	4.3	1.8	2.3	-4.7	-13.8	-1.9
COc1ccc(-c2nnc(SCC(=O)c3ccc[nH]3)o2)cc1	3.0	-2.9	-0.7	-12.5	2.9	3.2	·	-4.4	-14.7
Cc1n[nH]c(C)c1CCc1nc2c3ccccc3nc(SCC(=O)Nc3ccccc3F)n2n1	-1.3	2.5	1.2	i	39.6	2.4	·	1.8	0.8
CCOc1cccc(CN2CCCC(C(=O)Nc3ccc(-c4ccn[nH]4)cc3)C2)c1O (stereo not given)	1.0	-3.4	-0.5	i	5.5	-5.7	1.6	1.1	4.5
Cc1ccc(NS(=O)(=O)c2ccc3[nH]c(=O)c(=O)[nH]c3c2)cc1Cl	-0.7	-0.6	-0.2	-0.5	2.6	-3.0	2.0	-2.1	0.8
COc1ccc(CCNC(=O)c2[nH]c(C)c(C(C)=O)c2C)cc1	0.0	4.2	0.6	0.9	5.0	-2.0	·	-5.9	-0.9
